CAL PDZ FP-1: untagged CAL PDZ binding inhibitors, primary screen, biochemical, fluorescence polarization, HTS; purified CAL PDZ, TMR-peptide fluorescence polarization, 1 h; Golgi-associated PDZ and coiled-coil motif-containing protein (Homo sapiens), Q9HD26; 300,000 tested, 0.92% active; inhibition, % at 24.9 µM; AID 602252, 2012;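 active = mean inhibition of at least 30% with at least half of replicates also reaching 30%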;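 also: 0% = DMSO neutral control and 100% = excess unlabeled competitor peptide PRC23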
PvdQ acylase: P. aeruginosa PvdQ acylase inhibitors, primary screen, biochemical, fluorescence, plate reader and imaging, single point. inhibition, % at 10 µM. purified PvdQ acylase. PvdQ acylase [Pseudomonas aeruginosa LESB58]. AID 488965, 2010. 340,000 tested, 0.063% active; in the data active = inhibition above about 30%, passing the limit was not always enough;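 also: 0% = vehicle neutral wells and 100% = reference inhibitor wells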
SR-BI uptake up: activators of SR-BI mediated DiI-HDL uptake, primary screen, ldlA[mSR-BI] CHO cells, DiI fluorescence. 3 h; 100 = double the neutral-control signal. activation, % at 12.5 µM. 320,000 tested, 0.096% active. AID 504775, 2011;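 active = mean replicate activation of at least 60% and every replicate at or above 60%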;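 also: 0% = median plate neutral-control signal and 100% = twice that signal; values of inactives mirror those of a sister screen read the other way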
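Test system: SR-BI-overexpressing, LDLR-lacking CHO cells. Measured by: DiI fluorescence, bottom read. Medium: Ham's F12 with 0.5% BSA, HEPES 25 mM, pH 7.4. Timing: 3 h uptake period with compound, 37 °C.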
CAL PDZ FP-2: CAL PDZ peptide-binding inhibitors, primary screen, biochemical, fluorescence polarization, Cer-tagged CAL PDZ, HTS; Golgi-associated PDZ and coiled-coil motif-containing protein (Homo sapiens), Q9HD26; purified CAL PDZ, TMR-peptide fluorescence polarization, 1 h; inhibition, % at 20 µM; 330,000 tested, 0.02% active; AID 504414, 2011;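 active = highest replicate inhibition of at least 40%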;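 also: plate controls were DMSO neutral control wells for no effect and unlabeled competitor peptide control wells for full effect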
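System: purified tagged CAL PDZ domain construct (CerCALP). Schedule: 1 h incubation at room temperature before polarization reading. Medium: 25 mM sodium phosphate pH 7.4, 150 mM NaCl, TCEP, IgG, Thesit. Read-out: percent inhibition from loss of millipolarization. Measured by: FP readout, S and P plane fluorescence. Probe or stimulus: fluorescent TMR peptide probe.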
PfHsp90 yeast 2: growth inhibition of PfHsp90-expressing yeast, primary screen, antimalarial PfHsp90 inhibitor project, S. cerevisiae, BacTiter-Glo luminescence, single point, set 2; 310,000 tested, 0.32% active; BacTiter-Glo ATP, 48 h; yeast lacking PDR1 and PDR3 efflux regulators; inhibition, % at 9.4 µM;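 active = every replicate shows inhibition above about 80%, whatever the replicate mean, limit read from the data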;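 also: 0% = DMSO neutral controls and 100% = 20 µM radicicol positive controls; yeast relying on Plasmodium falciparum Hsp90 in place of its own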
MITF TRPM1 HTS: activators of MITF-driven TRPM1 promoter reporter, primary screen, cell-based, SK-MEL-5, luciferase, single point; SK-MEL-5 TRPM1-promoter luciferase, 24 h; % of positive control, neutral wells = 0; activation, % at 12.5 µM; 300,000 tested, 0.75% active;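 active = mean activation of at least 80% with every replicate also reaching 80%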;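 also: 0% = neutral control wells and 100% = parthenolide positive control wells; values of inactives mirror those of a sister screen read the other way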
Rtt109 Vps75: inhibitors of C. albicans Rtt109/Vps75 HAT, primary screen, biochemical, ThioGlo CoA-SH fluorescence, plate reader | AID 540336, 2011 | purified Rtt109/Vps75, 4 h | inhibition, % at 34.9 µM | 330,000 tested, 0.16% active | Histone acetyltransferase RTT109 (Candida albicans (strain SC5314 / ATCC MYA-2876)), …;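 active = inhibition of at least 50% in every replicate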
dFosB activator: activators of delta FosB homodimer, primary screen, biochemical, fluorescence polarization, TAMRA-CDK5 oligo, single point; Protein FosB (Mus musculus), P13346; purified delta FosB; percent of positive-control signal above neutral wells; activation, % at 25 µM; 340,000 tested, 0.99% active;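 active = mean activation above about 17%, with every replicate also reaching it, limit read from the data, passing the limit was not always enough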;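 also: fluorescence polarization rise as delta FosB binds a TAMRA Cdk5 AP-1 oligo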
SR-BI DiI inh: inhibitors of SR-BI mediated HDL lipid uptake, primary screen, ldlA[mSR-BI] cells, fluorescence, single point; inhibition, % at 12.5 µM; Scavenger receptor class B member 1 (Mus musculus), Q61009; ldlA[mSR-BI] CHO cells, DiI-HDL uptake fluorescence, 3 h; AID 488896, 2010; 320,000 tested, 0.96% active;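 active = mean replicate inhibition of at least 70% and a set share of replicates each scoring 70 or more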;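 also: 0% = median of neutral control wells and 100% = median of positive control wells; values of inactives mirror those of a sister screen read the other way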
NSD2 inh: NSD2 histone methyltransferase inhibitors, primary screen, biochemical, AlphaScreen, single concentration, set 2; NSD2 peptide methylation, 120 min; inhibition, % at 12.5 µM; 310,000 tested, 0.54% active; in the data active = inhibition above about 50%
Target sequence (O96028 whole entry, looked up): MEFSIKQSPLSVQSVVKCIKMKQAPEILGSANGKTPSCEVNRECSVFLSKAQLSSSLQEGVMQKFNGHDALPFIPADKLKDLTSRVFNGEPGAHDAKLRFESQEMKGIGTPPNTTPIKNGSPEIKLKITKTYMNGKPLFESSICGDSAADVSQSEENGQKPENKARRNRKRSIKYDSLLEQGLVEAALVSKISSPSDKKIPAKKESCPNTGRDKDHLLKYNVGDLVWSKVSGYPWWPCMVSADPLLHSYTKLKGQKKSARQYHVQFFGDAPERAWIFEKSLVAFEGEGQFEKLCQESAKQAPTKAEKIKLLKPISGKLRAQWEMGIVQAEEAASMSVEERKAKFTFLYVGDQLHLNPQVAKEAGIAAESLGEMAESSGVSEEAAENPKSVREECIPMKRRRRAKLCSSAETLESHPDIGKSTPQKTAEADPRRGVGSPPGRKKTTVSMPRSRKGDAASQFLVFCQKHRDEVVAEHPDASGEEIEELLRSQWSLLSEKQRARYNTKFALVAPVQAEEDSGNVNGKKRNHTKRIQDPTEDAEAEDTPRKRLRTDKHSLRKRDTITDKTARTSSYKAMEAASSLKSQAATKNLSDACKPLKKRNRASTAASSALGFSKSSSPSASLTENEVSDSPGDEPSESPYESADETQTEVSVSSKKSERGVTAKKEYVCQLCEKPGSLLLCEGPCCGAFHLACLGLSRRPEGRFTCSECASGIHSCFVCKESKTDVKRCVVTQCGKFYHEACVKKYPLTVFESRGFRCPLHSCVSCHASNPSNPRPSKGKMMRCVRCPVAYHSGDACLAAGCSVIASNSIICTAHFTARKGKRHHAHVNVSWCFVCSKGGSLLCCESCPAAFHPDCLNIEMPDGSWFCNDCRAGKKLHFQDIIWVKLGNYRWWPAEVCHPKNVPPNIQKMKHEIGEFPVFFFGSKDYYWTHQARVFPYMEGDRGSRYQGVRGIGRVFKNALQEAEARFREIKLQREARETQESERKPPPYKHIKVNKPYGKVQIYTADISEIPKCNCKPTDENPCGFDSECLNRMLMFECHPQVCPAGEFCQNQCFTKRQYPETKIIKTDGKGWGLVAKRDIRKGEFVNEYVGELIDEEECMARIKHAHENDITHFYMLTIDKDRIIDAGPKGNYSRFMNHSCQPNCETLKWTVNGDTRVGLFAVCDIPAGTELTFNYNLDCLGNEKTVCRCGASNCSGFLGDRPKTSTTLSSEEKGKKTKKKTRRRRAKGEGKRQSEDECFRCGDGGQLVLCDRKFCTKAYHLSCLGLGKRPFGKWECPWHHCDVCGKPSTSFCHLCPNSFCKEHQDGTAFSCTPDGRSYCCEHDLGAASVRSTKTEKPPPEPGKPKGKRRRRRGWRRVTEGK
* = called active by the depositor; / = not tested or not shown.

SMILES	CAL PDZ FP-1	PvdQ acylase	SR-BI uptake up	CAL PDZ FP-2	PfHsp90 yeast 2	MITF TRPM1 HTS	Rtt109 Vps75	dFosB activator	SR-BI DiI inh	NSD2 inh
Cc1ccc(CNC(=O)c2cc(-c3ccccc3)nn2CC2CC(c3cccnc3)=NO2)cc1 (configuration not stated)	-5.0	-11.5	-7.9	-0.1	-6.2	-7.4	8.4	-11.8	7.9	/
COc1cc(SC)ccc1C(=O)OCC(=O)NC1CCCCC1	-6.2	-14.6	-10.6	-1.1	30.0	9.7	6.1	2.6	10.6	0.5
CCOc1cc(/C=N/NC(=O)COc2nc(C)cc(COC)c2C#N)ccc1O	-4.5	-6.3	-48.9	-1.3	4.4	79.9	-7.3	-7.0	48.9	-2.6
Cc1c(C(=O)C(=O)NCc2cccs2)c2ccccc2n1C	-5.3	-7.5	3.0	-1.9	2.0	9.3	-3.3	1.6	-3.0	-1.8
C#CCSc1nnnn1-c1ccc(Br)c(C)c1	-8.9	-12.8	15.1	0.5	-18.8	8.4	-9.8	3.8	-15.1	-3.2
O=c1c2cc(Br)ccc2[nH]c(=S)n1Cc1ccccc1	/	-20.5	6.2	-0.9	-24.2	-3.1	0.7	2.5	-6.2	-0.2
O=C(CCCCCCCC(=O)N1CCCCC1)N1CCCCC1	/	-21.0	7.4	-0.3	/	-1.8	-1.1	2.2	-7.4	-1.0
Cc1ccc2c(C)c(C(=O)NCCN3CCCC(O)C3)oc2c1C (configuration not stated)	-3.8	-3.5	0.3	-3.1	3.0	5.1	-2.7	1.9	-0.3	14.9
O=C(CSc1nc2ccccc2o1)N1c2ccccc2Sc2ccc(Cl)cc21	-4.0	-2.9	-16.2	0.0	0.5	-7.0	7.5	-3.7	16.2	-2.9
O=C(NCC1CCCO1)c1ccc(CNS(=O)(=O)c2ccc(F)c(Cl)c2)cc1 (configuration not stated)	2.4	2.6	-6.2	-1.3	15.6	-6.6	-1.2	-3.5	6.2	-0.1
CCOC(=O)N1CCN(C(=S)Nc2ccc(C)c(C)c2)CC1	-3.8	-11.5	29.2	-0.8	-0.6	-15.9	-2.6	-3.5	-29.2	-0.7
Cn1ncc(Cl)c1C(=O)N/N=C/c1ccccn1	-3.6	-6.8	30.4	-2.1	-12.9	2.7	2.2	-8.8	-30.4	-4.0
CCOC(=O)Nc1ccc(C(N)=O)cc1	8.9	-1.8	41.3	-0.1	-11.7	4.4	-2.7	-7.2	-41.3	0.7
CCOc1ccc2nc(NS(=O)(=O)Cc3ccccc3)sc2c1	0.9	-9.0	32.3	-0.3	-9.6	/	3.9	-3.0	-32.3	0.7
O=C1c2nccnc2C(=O)N1c1ccc(F)cc1	-3.7	-18.0	-8.8	-1.4	-16.3	-4.0	-2.1	-2.0	8.8	-4.0
CCc1c(C)n2nc(C)cc2[nH]c1=O	-0.9	-5.2	-48.1	-0.2	-3.5	/	-6.8	-0.1	48.1	-0.3
O=C(COC(=O)c1ccccn1)NCc1cccs1	0.9	16.9	23.8	-0.6	16.2	0.4	-7.8	3.5	-23.8	-0.8
CCc1ccc2oc(C(=O)Nc3cccnc3)c(C)c2c1	-8.5	-1.6	-14.7	-1.8	-6.9	/	-0.1	-15.7	14.7	-2.8
CN(Cc1cccc(C(F)(F)F)c1)Cc1nc(-c2cnccn2)no1	-5.2	-7.2	30.3	0.4	11.2	-2.2	-8.9	-2.1	-30.3	-1.8
Cc1ccc(OCC(=O)Nc2ccccc2C(=O)N2CCCCC2)cc1	0.3	-9.8	0.1	-1.7	3.1	-3.7	-18.2	-3.0	-0.1	-1.0
CC(C)CCNC(=O)CN(Cc1ccccc1Cl)C(=O)CCC(=O)Nc1ccccn1	3.3	-5.9	/	-0.9	-141.5	-5.0	9.1	-11.4	/	5.3
C/C(=N\NC(=O)CCCCCNC(=O)c1ccccc1)c1ccccc1O	-0.8	-1.6	-0.9	-2.9	-5.6	3.5	-1.3	-2.4	0.9	-0.6
CCOC(=O)N1CCN(C(=O)CCCn2nc(C)c3sc4ccccc4c3c2=O)CC1	-2.0	8.3	-41.6	-0.4	8.1	2.6	3.4	-8.5	41.6	-9.0
O=S(=O)(Nc1ccc(S(=O)(=O)Nc2ccccc2)cc1)c1ccccc1	-2.8	-7.7	-14.7	-0.5	1.7	/	-0.7	0.5	14.7	0.5
O=C(O)CSc1nnc2c(n1)[nH]c1ccccc12	0.2	-9.5	7.5	-0.3	7.7	0.6	5.5	-1.0	-7.5	-9.5
COc1ccc(/C=C/c2cc(C(F)(F)F)on2)cc1	/	-6.6	20.4	0.4	-2.9	/	-3.3	0.4	-20.4	0.3
CCN(CC)c1ccc(NC(=O)C2CCCN(S(=O)(=O)c3cccnc3)C2)c(C)c1 (configuration not stated)	-1.8	1.2	-25.2	-0.2	6.4	-23.2	4.7	-3.7	25.2	/
O=c1cc(O)sc2ccccc12	-3.2	-8.5	18.4	1.3	-14.6	1.1	-2.6	0.5	-18.4	/
O=C(CSc1ccccc1)N1CCN(C(=O)c2ccco2)CC1	-0.1	-8.3	11.3	-2.1	26.3	12.9	-1.9	-0.6	-11.3	-0.6
Cc1ccc2nc(N3CCOCC3)c3nncn3c2c1	/	-7.7	/	-0.8	-11.8	26.0	6.1	6.0	/	/
N#Cc1c(-c2c(Cl)cccc2Cl)noc1/C=C/Nc1ccc(C(=O)O)cc1	-1.1	7.0	1.1	-4.0	10.6	-2.9	/	1.8	-1.1	3.0
CCSc1nnc([C@@H]2CCCN2C(=O)OC(C)(C)C)o1	-0.6	-18.7	-15.3	0.3	-3.9	-4.1	3.5	-7.4	15.3	-2.5
Cc1ccccc1N=C1NC(=O)/C(=C/c2cccnc2)S1	/	-15.2	13.1	-5.0	-0.6	/	-11.7	-10.0	-13.1	2.7
CCNC(=S)N(Cc1cc2cccc(C)c2[nH]c1=O)C1CCCC1	-2.1	-21.8	-14.2	-0.5	-18.6	-1.1	2.1	-4.5	14.2	27.9
O=C(O)c1ccccc1SCc1ccc2c(c1)OCO2	1.9	-11.6	15.1	-1.7	26.2	-7.2	5.2	4.9	-15.1	-4.3
O=C(NNC(=O)c1ccc(Cl)cc1Cl)c1cccs1	-1.4	-12.6	6.9	-0.1	4.6	77.3	5.6	-5.0	-6.9	4.2
O=C(/C=C/Nc1ccccc1F)c1cccs1	-3.1	6.3	11.0	-3.3	8.7	-8.2	22.0	-12.2	-11.0	0.0
CC1CCN(CCCCOc2cccc(C(C)C)c2)CC1	-2.4	4.8	-2.6	/	4.1	9.2	-7.9	7.6	2.6	20.4
Cc1cc(=O)n(CNC(=O)c2ccccc2)c(=S)[nH]1	-1.2	4.0	5.1	-2.5	/	-9.7	/	-8.6	-5.1	0.5
CC(C)(C)OC(=O)N1CCC(C(N)=O)CC1	/	13.0	8.6	-0.9	10.4	/	4.2	-13.1	-8.6	/
CS(=O)(=O)N(CC(=O)NCc1ccco1)c1ccc2c(c1)OCO2	-1.8	1.2	7.3	-1.7	-1.7	2.2	-0.4	2.3	-7.3	65.1*
CC(C)(O)c1cc2ccc(C#Cc3ccsc3)cc2c(=O)o1	7.8	-3.2	-20.7	-1.5	26.1	76.1	5.9	-7.9	20.7	/
CC(C)(CC(=O)O)CC(=O)Nc1ccc(Cl)c(Cl)c1	/	-7.8	5.5	-1.0	-10.3	-4.1	1.1	1.6	-5.5	-1.7
CCOC(=O)N1CCN(C(=O)COc2ccc(Cl)cc2)CC1	-2.4	1.1	38.9	-3.6	6.8	-2.3	/	-8.3	-38.9	-0.1
COc1ccc(OC)c(C2C(C(=O)c3cccs3)=C(O)C(=O)N2c2cc(C)on2)c1 (configuration not stated)	-4.4	-13.0	11.5	-2.4	3.7	2.1	10.3	5.3	-11.5	5.2
CCOc1ccc2c(c1)n([O-])c1c([n+]2=O)CCCC1	-1.9	-1.2	-0.5	-0.4	/	-2.8	-2.5	-2.0	0.5	1.6
Cc1cccc(N(C(=O)c2snc(C(N)=O)c2N)C(C(=O)NC2CCCC2)c2ccco2)c1 (configuration not stated)	-2.4	-13.7	4.2	-0.7	4.4	-2.4	-3.5	6.6	-4.2	-7.0
CC(=O)N(C)c1ccc(NC(=S)NC(=O)/C=C/c2ccco2)cc1	/	-8.6	-6.9	-1.9	-1.7	-11.6	3.1	-14.9	6.9	5.8
N#CCSc1nnc(N)s1	/	1.5	42.2	-0.1	-4.5	15.2	0.7	-6.2	-42.2	0.8
COC(=O)NC(Nc1sc2c(c1C(N)=O)CCCC2)(C(=O)OC)C(F)(F)F (configuration not stated)	-4.1	-11.7	15.5	-1.2	/	/	9.9	-7.0	-15.5	0.7
CCN(CC)CCOc1nnc(-c2ccc(OC)cc2)c2ccccc12	-1.2	1.3	-12.6	-1.0	-10.9	-13.6	1.7	-8.3	12.6	23.5
O=C(NCCS(=O)(=O)N1CCCCC1)c1ccc2c(c1)OCO2	-1.1	2.0	22.2	-2.4	13.1	1.0	-7.3	7.1	-22.2	-1.9
O=C(NCc1nnc2c(C(F)(F)F)cc(Cl)cn12)c1cccnc1	-4.0	-19.9	20.9	-1.8	-7.6	3.3	2.9	7.4	-20.9	2.4
Cc1ccc(NC(=O)c2cccc(NC(=O)CCC(=O)O)c2)cc1C	-1.7	-12.1	12.4	/	-6.1	-11.4	-1.7	-8.4	-12.4	-2.0
Cc1ccc(Cc2nnc(SCC(=O)Nc3ccccc3)[nH]c2=O)cc1	0.2	-1.6	24.8	-0.9	18.8	0.5	2.0	6.0	-24.8	0.2
CCOC(=O)c1cc(-c2ccccc2)n(CC(=O)N2CCCC2)c1C	-2.2	13.6	-0.1	0.0	-1.9	5.0	13.2	2.1	0.1	2.7

Looked up above.
SR-BI DiI inh with `CCOc1ccc2c(c1)n([O-])c1c([n+]2=O)CCCC1` → 0.5
SR-BI DiI inh with `O=C(NCCS(=O)(=O)N1CCCCC1)c1ccc2c(c1)OCO2` → -22.2
